High-throughput results as filed in PubChem BioAssay.
phage Ecoli inh – E. coli growth loss with phage present; inhibition, % at 11.9 µM; hit rate 0.26% among 360,000; growth absorbance; in the data active means inhibition above about 11%
HTR5A ag – activates human HTR5A in OPRM1-OPRD1 agonist counter-screen; AID 504692; HTR5A agonist assay, luminescence, cell-based; activation, % at 9.3 µM; hit rate 0.61% among 340,000; in the data active means activation mostly above about 9.5%, no sharp cut-off; inactive means mostly below about 7.6%;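 further: 0% = cells with vehicle only and 100% = reference agonist; strong numbers were not always called active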
AddAB inh – less growth of phage-infected E. coli with AddAB; E. coli expressing H. pylori AddAB, absorbance growth; inhibition, % at 11.9 µM; hit rate 0.29% among 330,000; AID 435030; in the data active means inhibition above about 12%;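 further: 0% = vehicle wells of infected cells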
MOR-DOR ag – agonists of human mu-delta opioid receptor heterodimerization; P35372+P41143; cells, OPRM1-OPRD1 heterodimerization, luminescence; activation, % at 9.3 µM; hit rate 0.3% among 340,000; in the data active means activation above about 18%;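 further: 0% = vehicle-treated cells and 100% = reference agonist; values of inactives mirror those of a sister screen read the other way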
PfHsp90 set2 – growth inhibition of yeast expressing Plasmodium Hsp90; S. cerevisiae expressing PfHsp90, BacTiter-Glo ATP, 48 h; yeast lacking PDR1 and PDR3 efflux regulators; inhibition, % at 9.4 µM; hit rate 0.32% among 310,000; AID 504621;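 active means every replicate shows inhibition above about 80%, whatever the replicate mean, limit read from the data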;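 further: 0% = DMSO neutral controls and 100% = 20 µM radicicol positive controls; yeast relying on Plasmodium falciparum Hsp90 in place of its own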
PKA-R1A act – activators of PKA-R1A complex. PKA-R1A dissociation, Cy5-IP20 fluorescence polarization; scaled: DMSO 0%, 113 µM cGMP 100%. activation, % at 11.4 µM. P00514+P68181. hit rate 0.083% among 340,000;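 active means percent activation above the mean of all tested compounds plus 3 SD, cut at about 19% in these data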;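 further: higher means more PKAc released from R1A so a rise in polarization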
OPRM1-OPRD1 inv – inverse agonist of human OPRM1-OPRD1 heterodimerization; P35372+P41143; cell-based MOR-DOR heterodimer luminescence, inverse agonism; hit rate 0.21% among 340,000; inhibition, % at 9.3 µM; AID 504357; in the data active means inhibition above about 22%, passing the limit was not always enough;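 further: 0% = cells with DMSO and 100% = wells without cells with DMSO; values of inactives mirror those of a sister screen read the other way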
Ecoli viability – bacterial growth inhibition, counter-screen for AddAB inhibitors; E. coli V3065 growth, OD600 absorbance, 18 h; inhibition, % at 11.9 µM; hit rate 0.27% among 330,000;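 active means inhibition above the campaign's mean inhibition across all tested compounds plus 3 SD, cut at about 9.9% in these data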;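 further: uninfected addAB+ strain grown without phage in ampicillin broth; 0% = DMSO wells and 100% = ciprofloxacin 0.95 µg/ml wells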
HTR5A inv ag – HTR5A inverse agonism, opioid heterodimer counter-screen; P47898; HTR5A cell line, luminescence; inhibition, % at 9.3 µM; hit rate 0.083% among 340,000; AID 504634; in the data active means inhibition mostly above about 23%, no sharp cut-off; inactive means mostly below about 18%;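 further: 0% = cells with DMSO and 100% = no-cell wells with DMSO; some compounds called inactive have numbers as strong as hits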
SUMO Mot1 rescue – inhibitors of SUMOylation pathway: yeast Mot1-301 growth rescue; hit rate 1% among 320,000; S. cerevisiae Mot1-301 growth rescue, ATP luminescence, 38.5C; percent above DMSO median, 100 means doubled; growth rescue, % at 18.8 µM;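 active means every valid replicate shows activation above 250% relative to neutral control wells; inactive means the rest, any valid replicate at or below 250%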;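 further: OY570 slx delta 5 strain wells were the positive control but not used for scaling; some compounds called inactive have numbers as strong as hits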
DSG3 Ab inh – inhibitors of pemphigus antibody binding to human desmoglein-3 | hit rate 0.48% among 310,000 | binding (percent of control), % at 10 µM | DSG3-coupled beads, scFv-anti-DSG3-GFP binding, flow cytometry; stronger effect = lower value | P32926;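 active means binding more than 3 SD below its plate's average and above zero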; further: some compounds called inactive have numbers as strong as hits
Target sequence (P32926 whole entry, looked up): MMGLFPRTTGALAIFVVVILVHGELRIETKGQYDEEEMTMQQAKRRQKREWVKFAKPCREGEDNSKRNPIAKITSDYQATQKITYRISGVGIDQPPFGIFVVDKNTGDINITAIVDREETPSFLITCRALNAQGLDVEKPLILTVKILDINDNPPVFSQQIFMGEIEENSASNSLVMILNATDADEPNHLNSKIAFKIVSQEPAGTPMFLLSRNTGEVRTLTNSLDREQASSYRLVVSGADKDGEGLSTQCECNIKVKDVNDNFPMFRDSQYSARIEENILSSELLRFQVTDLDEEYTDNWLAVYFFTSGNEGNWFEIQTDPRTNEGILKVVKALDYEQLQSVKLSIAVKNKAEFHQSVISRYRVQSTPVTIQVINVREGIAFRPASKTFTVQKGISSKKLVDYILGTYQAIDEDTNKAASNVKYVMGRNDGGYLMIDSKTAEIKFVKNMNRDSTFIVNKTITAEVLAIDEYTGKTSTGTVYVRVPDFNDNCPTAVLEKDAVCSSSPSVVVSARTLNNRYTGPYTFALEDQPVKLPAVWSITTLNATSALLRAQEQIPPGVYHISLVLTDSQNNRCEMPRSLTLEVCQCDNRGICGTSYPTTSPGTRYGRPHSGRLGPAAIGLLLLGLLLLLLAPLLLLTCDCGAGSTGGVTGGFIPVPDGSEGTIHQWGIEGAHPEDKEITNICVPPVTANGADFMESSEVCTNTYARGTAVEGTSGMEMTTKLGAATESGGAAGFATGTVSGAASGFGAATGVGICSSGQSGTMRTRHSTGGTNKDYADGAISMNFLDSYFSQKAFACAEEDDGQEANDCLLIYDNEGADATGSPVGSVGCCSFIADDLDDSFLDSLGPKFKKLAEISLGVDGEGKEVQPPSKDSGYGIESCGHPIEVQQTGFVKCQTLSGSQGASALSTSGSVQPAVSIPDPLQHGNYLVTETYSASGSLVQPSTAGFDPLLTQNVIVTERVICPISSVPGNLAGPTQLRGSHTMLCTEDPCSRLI
The depositor's hits bear a star; · = no result given. Compounds as they come (roughly 3.2% active in at least one column).

SMILES	phage Ecoli inh	HTR5A ag	AddAB inh	MOR-DOR ag	PfHsp90 set2	PKA-R1A act	OPRM1-OPRD1 inv	Ecoli viability	HTR5A inv ag	SUMO Mot1 rescue	DSG3 Ab inh
CCOc1ccccc1NC(=O)COC(=O)C1CCC1	0.6	0	4.3	-2.7	3	9	15	4.4	-26	291	100
CCN(CC)C(=S)Nc1cc(C(=O)OC)ccc1C(=O)OC	2.3	-1	1.2	-1.9	-5	-6	10	-0.8	-6	2	94
Cn1ccnc1C(OC(=O)c1ccc(Cl)cc1)C(F)(F)F (stereo unspecified)	2.5	-3	0.7	-2.5	28	-1	12	1.7	11	33	108
CCOC(=O)C1=C(C(F)(F)F)Nc2ncnn2C1c1ccc(OC)cc1OC (stereo unspecified)	0.0	0	0.5	-1.9	4	-9	10	-2.0	0	-24	103
CC(C)(C)N(Cc1ccccc1)C(=O)COC(=O)CCc1c[nH]c2ccccc12	-1.8	3	3.0	4.6	3	-7	-21	-1.1	8	-2	99
CC(N)C(=O)NC(C(=O)N1CCCC1C(=O)NC(c1ccccc1)c1ccccc1)C(C)C (stereo unspecified)	1.8	3	-0.3	-2.6	1	-12	15	0.7	-8	-5	104
O=C(COC(=O)Cc1ccccc1F)Nc1ccc(Cl)cn1	4.0	2	0.2	-3.0	-7	4	15	-0.7	-6	124	101
COc1ccc(C2Nc3ccccc3C(=O)N2NS(C)(=O)=O)cc1OC (stereo unspecified)	2.4	7	-0.2	-0.9	10	-1	5	-0.3	15	19	101
Cc1ccc(N(Cc2cc3ccc(C)cc3[nH]c2=O)S(=O)(=O)c2ccccc2)c(C)c1	0.9	0	1.5	-1.3	-1	-1	7	-1.7	1	16	108
Cc1cc2ccccn2c1C(=O)c1cccc(S(=O)(=O)N2CCOCC2)c1	-3.4	0	5.3	-1.5	-6	6	8	-1.1	1	35	103
COc1ccc(Cl)cc1NC(=O)CSC1=NN2CCCC(=O)N=C2S1	1.2	2	1.8	-0.6	6	-8	3	-2.5	0	6	·
CC1CN(c2ccc(Oc3ccccc3)cc2)c2nc3c(c(=O)n(CC(N)=O)c(=O)n3C)n2C1 (stereo unspecified)	0.8	7	1.7	-2.3	-20	6	12	0.3	-20	-14	100
Cc1ccc(C2CC(c3ccc(Cl)cc3)n3nc(N)nc3N2)cc1 (stereo unspecified)	-0.1	-5	1.6	-0.8	-10	0	4	-0.5	12	-5	106
Cc1ccc(NC(=O)C2CCCN(C(=O)Nc3ccc(F)cc3)C2)cc1 (stereo unspecified)	1.9	4	6.2	0.7	-2	-6	-4	0.9	-12	1	91
CCOc1cccc2cc(C(=O)NCc3cccnc3)c(=O)oc12	3.0	0	0.1	-1.8	·	-4	10	-2.2	-3	354	100
Cc1noc(C)c1C(=O)Nc1cc(S(=O)(=O)N2CCCCC2)ccc1N(C)C	1.6	-7	·	-0.7	17	-7	3	·	18	·	99
CCC1Sc2ccccc2N(CC(=O)NC2CCCCC2)C1=O (stereo unspecified)	0.5	0	3.7	-1.8	17	7	9	-0.3	0	2	103
CCCCOc1ccc(-c2ncc(C(=O)O)c(C)n2)cc1	2.2	5	3.2	-2.7	22	-5	12	-0.8	21	-11	·
CC(C)(C)NC(=O)Cn1c(=O)oc2ccc(Cl)cc21	0.2	7	0.2	-1.1	12	-1	6	0.3	-20	-8	102
Cc1cc(C)cc(N2C(=O)CSC2c2ccccn2)c1 (stereo unspecified)	-0.3	4	1.7	-1.3	·	-2	6	2.6	2	-18	118
CCn1ccnc1CNCc1cn(-c2cc(C)ccc2C)nc1-c1ccccc1	2.5	-4	-4.0	1.7	-10	-1	-12	-5.4	2	-5	109
O=[N+]([O-])c1ccc(C2=Nn3c(Cn4nnc5ccccc54)nnc3SC2)cc1	1.5	8	0.9	2.4	-17	0	-12	1.2	9	-13	99
COc1ccc(C=Nc2cccnc2N)cc1	·	-1	3.1	4.0	-23	-6	-18	-0.1	4	-9	96
Cc1cc(Br)ccc1NC(=O)CN(C)C(=O)c1cccc(S(=O)(=O)N2CCN(C)CC2)c1	-0.2	2	·	-1.3	·	4	5	·	-9	·	94

Compound profiles, as listed above. Order of values: phage Ecoli inh | HTR5A ag | AddAB inh | MOR-DOR ag | PfHsp90 set2 | PKA-R1A act | OPRM1-OPRD1 inv | Ecoli viability | HTR5A inv ag | SUMO Mot1 rescue | DSG3 Ab inh
`CC(C)(C)NC(=O)Cn1c(=O)oc2ccc(Cl)cc21` across the screens: 0.2 | 7 | 0.2 | -1.1 | 12 | -1 | 6 | 0.3 | -20 | -8 | 102
`COc1ccc(C=Nc2cccnc2N)cc1` across the screens: · | -1 | 3.1 | 4.0 | -23 | -6 | -18 | -0.1 | 4 | -9 | 96
`O=[N+]([O-])c1ccc(C2=Nn3c(Cn4nnc5ccccc54)nnc3SC2)cc1` across the screens: 1.5 | 8 | 0.9 | 2.4 | -17 | 0 | -12 | 1.2 | 9 | -13 | 99
`Cc1ccc(C2CC(c3ccc(Cl)cc3)n3nc(N)nc3N2)cc1` (stereo unspecified) across the screens: -0.1 | -5 | 1.6 | -0.8 | -10 | 0 | 4 | -0.5 | 12 | -5 | 106
`CCOc1cccc2cc(C(=O)NCc3cccnc3)c(=O)oc12` across the screens: 3.0 | 0 | 0.1 | -1.8 | · | -4 | 10 | -2.2 | -3 | 354 | 100

Later entries.
SMILES	phage Ecoli inh	HTR5A ag	AddAB inh	MOR-DOR ag	PfHsp90 set2	PKA-R1A act	OPRM1-OPRD1 inv	Ecoli viability	HTR5A inv ag	SUMO Mot1 rescue	DSG3 Ab inh
O=C(COC(=O)CNC(=O)C1CCCCC1)Nc1cccc(F)c1	0.9	-2	-2.3	-0.8	18	-7	3	-0.7	-10	3	103
COc1ccc(-n2c(=O)c(CCC(=O)N(C)Cc3cccs3)nc3ccccc32)cc1	-0.1	-8	1.7	-1.9	-14	-8	10	0.1	18	38	100
O=[N+]([O-])c1ccc(N=Cc2sc3ccccc3c2O)cc1	4.4	4	1.1	-1.8	-13	-7	9	-1.6	9	1	83
COCC(C)n1c(SCC(=O)N2CCOCC2)nc2ccccc2c1=O (stereo unspecified)	1.8	-4	1.9	-2.1	-4	-7	8	-1.1	8	5	103
C/C(=N\Nc1cc(Cl)nc(C)n1)c1ccc(C)cc1	2.6	-1	1.8	0.2	21	7	-1	-0.5	1	-13	95
CCN1CCN(c2ncnc3c2cnn3-c2ccc(Cl)cc2)CC1	1.4	7	0.5	-2.4	-5	-14	12	1.7	-19	35	101
Cc1ccc(C(=O)CC(=O)COc2ccc(Cl)cc2)cc1	9.3	2	-0.8	4.6	-11	-7	-30	-4.6	-6	-10	83
COc1cc(CC(=O)OCC(=O)Nc2ccc(Cl)c(S(=O)(=O)N(C)C)c2)cc(OC)c1OC	2.8	-1	1.4	-1.9	1	-4	10	1.1	-2	199	91
CCCN1C(=O)/C(=C/c2ccccc2OCc2ccc(C(=O)O)cc2)NC1=S	2.4	-1	3.8	-2.5	-10	5	14	-0.7	2	-14	92
O=C1N=C(N2CCCCC2)S/C1=C\c1cn[nH]c1-c1ccccc1	0.6	5	5.7	2.1	2	-13	-13	1.3	-14	-4	98
O=C(Nc1ccsc1C(=O)NC1CCCCC1)c1ccccc1	3.1	-5	1.2	8.3	2	-4	-40	-0.2	11	-7	101
CCc1ncc(CN2CCC(C(=O)Nc3cccc(-c4cscn4)c3)CC2)cn1	1.5	1	0.5	1.6	-4	10	-8	-2.0	-1	-5	96

Next part, starting with the last 2 of the part before.
SMILES	phage Ecoli inh	HTR5A ag	AddAB inh	MOR-DOR ag	PfHsp90 set2	PKA-R1A act	OPRM1-OPRD1 inv	Ecoli viability	HTR5A inv ag	SUMO Mot1 rescue	DSG3 Ab inh
O=C(Nc1ccsc1C(=O)NC1CCCCC1)c1ccccc1	3.1	-5	1.2	8.3	2	-4	-40	-0.2	11	-7	101
CCc1ncc(CN2CCC(C(=O)Nc3cccc(-c4cscn4)c3)CC2)cn1	1.5	1	0.5	1.6	-4	10	-8	-2.0	-1	-5	96
Cc1ccn2cc(CCNS(=O)(=O)c3ccc(F)c(C(F)(F)F)c3)nc2c1	0.5	3	-0.8	0.5	16	9	-3	-3.2	-9	24	99
CCOc1cc(C(=O)CCC(=O)OCC(=O)Nc2ccc(F)cc2)ccc1O	0.9	4	·	-3.2	-7	9	15	·	-4	·	105
COc1ccc(S(=O)(=O)N(CC(=O)N2CCCCCC2)c2ccccc2OC)cc1	1.4	2	1.8	-1.9	0	1	12	0.3	-6	-14	·
COc1ccc(N(C(=O)c2cccnc2)S(=O)(=O)c2ccc(F)cc2)cc1	2.9	-4	2.6	-1.7	·	-1	8	-0.5	11	52	111
CC(=O)c1sc(NS(=O)(=O)c2ccc(C)cc2)nc1C	4.5	-2	-1.0	-0.9	-17	-5	5	2.1	6	57	104
O=C(CCN1C(=O)CSc2ccccc21)Nc1ccc(C(F)(F)F)cc1	5.6	0	1.9	8.5	·	4	-33	1.8	1	35	104
NC(=O)C1=C(N=C2CCCCC2)CCCC1	1.8	18*	·	-2.9	-2	-1	15	·	-69	·	112
CCOc1ccc(N2C(=O)c3ccccc3C2=O)cc1	2.5	-3	-2.8	0.9	10	-15	-5	-3.0	-16	-7	90
Cc1ccc(NC(=O)COc2ccc(Br)cn2)cc1	-0.5	0	0.9	-0.5	-15	5	2	-0.7	1	-13	98
COc1ccccc1NC(=O)CCN1CCN(Cc2ccccc2)CC1	0.2	21*	-2.1	0.9	-15	-13	-6	-0.4	-54	-1	98
COc1ccc(/C=C(\C#N)C(=O)NCc2ccccc2)cc1	-0.1	-4	-0.5	-2.5	7	-14	12	-1.0	14	-10	116
c1ccc(OCCn2c(-c3ccco3)nc3ccccc32)cc1	1.3	7	0.4	-0.7	-14	0	4	-1.4	-9	35	102
CCOC(=O)C(O)(CCC(O)(C(=O)OCC)C(=O)OCC)C(=O)OCC	0.1	-2	0.2	-1.1	-10	-3	6	0.0	6	-4	105
Cn1c(SCC(=O)OCC(=O)c2ccccc2)nnc1-c1cccs1	5.1	1	4.1	-1.8	-5	6	9	1.3	14	-6	103
O=C(NC(=S)NCCCN1CCOCC1)c1ccco1	2.3	-3	1.4	0.0	-24	-8	0	-0.4	27	5	104
O=C(Nc1nc(-c2ccccc2)cs1)c1ccccc1F	1.9	-1	1.8	6.4	-29	14	-30	2.4	4	-6	93
COc1ccc(NC(=O)CCSc2nnnn2C)cc1	2.9	-1	1.0	-2.8	7	3	13	2.6	-14	-7	88
COc1ccc(CN2CCN(c3ncnc4scc(-c5ccc(F)cc5)c34)CC2)cc1	4.5	4	-1.6	5.0	-4	-2	-26	-2.6	-14	16	92
Cc1ccc(SC[C@H](C)CN2CC[C@H](NC(=O)OCc3ccccc3)CCC2=O)cc1	1.9	8	2.8	1.6	2	-10	-10	-0.2	-21	-21	116
O=C(CC1CC2CCC1C2)N1CCN(S(=O)(=O)c2ccccc2[N+](=O)[O-])CC1 (stereo unspecified)	1.8	-9	2.5	-0.7	-24	2	3	-1.9	22	14	·
O=C(NC1=NCCS1)c1ccccc1OCc1ccccc1Cl	1.1	-4	1.1	-3.4	-14	-14	15	0.8	11	-10	100
Cn1ccc(C(=O)Nc2ccc3c(c2)OCCO3)n1	1.0	1	3.0	-4.0	0	11	22	1.5	9	-10	101
